Bioassay records from PubChem BioAssay.
BoNT F protease: blocks Botulinum neurotoxin F light chain protease; Multiplex microsphere protease cleavage assay, flow cytometry; inhibition, % at 10 µM; 360,000 compounds, 0.22% hits; in the data active means inhibition above about 35%, passing the limit was not always enough; further: plate controls were buffer without enzyme for full effect and enzyme alone for no effect
Anthrax LF inh2: inhibitors of Bacillus anthracis lethal factor protease. P15917. multiplex microsphere protease cleavage assay, LF. inhibition, % at 10 µM. 360,000 compounds, 0.12% hits; further: plate controls were buffer without enzyme for full effect and enzyme alone for no effect
Target sequence (P15917 whole entry, looked up): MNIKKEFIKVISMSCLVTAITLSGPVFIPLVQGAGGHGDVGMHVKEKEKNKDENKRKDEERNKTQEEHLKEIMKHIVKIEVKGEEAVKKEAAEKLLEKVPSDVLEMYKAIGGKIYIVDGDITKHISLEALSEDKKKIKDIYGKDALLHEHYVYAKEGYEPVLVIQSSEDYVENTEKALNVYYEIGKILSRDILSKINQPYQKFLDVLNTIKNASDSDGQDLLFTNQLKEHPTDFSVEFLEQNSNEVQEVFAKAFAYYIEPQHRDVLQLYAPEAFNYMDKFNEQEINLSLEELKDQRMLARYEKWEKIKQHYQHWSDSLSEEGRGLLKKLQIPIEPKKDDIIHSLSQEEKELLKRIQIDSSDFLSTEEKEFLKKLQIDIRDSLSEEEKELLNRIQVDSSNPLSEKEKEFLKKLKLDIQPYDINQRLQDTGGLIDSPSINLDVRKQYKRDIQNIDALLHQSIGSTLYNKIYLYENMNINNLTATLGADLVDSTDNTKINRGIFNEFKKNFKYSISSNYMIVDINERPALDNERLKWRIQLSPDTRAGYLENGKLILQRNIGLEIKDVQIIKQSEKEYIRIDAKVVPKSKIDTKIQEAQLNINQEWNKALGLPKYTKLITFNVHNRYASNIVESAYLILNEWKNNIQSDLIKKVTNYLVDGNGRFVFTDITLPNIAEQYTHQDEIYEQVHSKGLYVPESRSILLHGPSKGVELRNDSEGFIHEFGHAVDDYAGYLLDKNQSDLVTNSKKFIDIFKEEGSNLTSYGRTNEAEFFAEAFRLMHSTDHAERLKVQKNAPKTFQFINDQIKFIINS
PrPC TRFRET: reduces human prion protein on the cell surface | 370,000 compounds, 0.43% hits | cell surface PrPC, TR-FRET read-out | inhibition, % at 13.8 µM | AID 720596; in the data active means inhibition above about 24%; further: 0% = median of the test wells and 100% = reference compound wells
FadD28 FP inh: inhibitors of Mycobacterium tuberculosis FadD28 bisubstrate binding; FadD28 bisubstrate probe binding, fluorescence polarization; inhibition, % at 12.5 µM; 360,000 compounds, 0.22% hits; AID 588549; in the data active means inhibition above about 8.5%, passing the limit was not always enough
Yp Topo-I inh: inhibitors of Yersinia pestis topoisomerase I | Y. pestis Topo-I cleavage product accumulation, plate reader | activity, % at 10 µM | 360,000 compounds, 0.064% hits | AID 504884; in the data active means activity above about 50%, passing the limit was not always enough; further: inactives centre near 2
CCHFV vOTU inh: CCHFV vOTU protease inhibition; 370,000 compounds, 0.55% hits; inhibition, % at 11.5 µM; Pep-AMC fluorescence; in the data active means inhibition above about 30%; further: 0% = vehicle wells with enzyme and 100% = no enzyme wells
PfHsp40 yeast: compounds rescuing yeast from Plasmodium falciparum HSP40 toxicity; S. cerevisiae expressing PfHsp40, growth rescue, ATP luminescence; growth rescue, % at 12.5 µM; 340,000 compounds, 0.68% hits; AID 504582; in the data active means growth rescue above about 28%, passing the limit was not always enough;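 further: yeast W303a lacking pdr1 and pdr3 grown in galactose medium; growth measured after three days at 30 °C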
TcdB GH inh: blocks C. difficile toxin B glycohydrolase activity | P18177 | TcdB glycohydrolase enzymatic assay, plate reader | 350,000 compounds, 0.24% hits | inhibition, % at 9.99 µM | AID 652162; in the data active means inhibition above about 10%
BoNT-A LC inh2: blocks Botulinum neurotoxin A light chain protease; AID 588499; inhibition, % at 10 µM; 360,000 compounds, 0.17% hits; multiplex microsphere protease substrate cleavage, flow cytometry; further: plate controls were buffer without enzyme for full effect and enzyme alone for no effect
* hit, by the source's call; / = no result given; & = joins results of further samples. Unless noted, no stated cut-off is given here; in the data, active means inhibition above about 30%; inconclusive means no clear call, values can overlap the other calls; inactive means below that.

Labels used below – A = BoNT F protease; B = Anthrax LF inh2; C = PrPC TRFRET; D = FadD28 FP inh; E = Yp Topo-I inh; F = CCHFV vOTU inh; G = PfHsp40 yeast; H = TcdB GH inh; I = BoNT-A LC inh2
Nn1c(SCC(=O)Nc2ccc3c(c2)OCCO3)nnc(CCC(=O)O)c1=O
  A = -1; B = -2; C = 4; D = -3.9; E = -1; F = -6; G = -0.5; H = 0.8; I = -1.1
Cc1ccc(S(=O)(=O)/N=C(/c2ccc(F)cc2)N(C)C)cc1
  A = -3; B = 4; C = 0; D = 1.0; E = 4; F = -11; G = -0.3; H = -1.1; I = -2.3
O=C(CSc1nnc(-c2ccccc2F)o1)Nc1ccc(N2CCOCC2)cc1
  A = /; B = /; C = 8; D = -0.5; E = -2; F = -2; G = 0.4; H = 1.3; I = /
CC(C)CC(=O)Nc1ccc([N+](=O)[O-])cc1Cl
  A = -5; B = 2; C = -20; D = -2.0; E = 6; F = -13; G = 0.7; H = -4.1; I = -1.0
Cn1nnnc1Sc1ncnc2scc(-c3ccccc3)c12
  A = -1; B = -1; C = 4; D = -2.8; E = 4; F = 12; G = 0.8; H = 2.6; I = 0.0
Cn1cccc1C(=O)NC(=O)COC(=O)CCNS(=O)(=O)c1cccc(C(F)(F)F)c1
  A = /; B = /; C = 2; D = -0.7; E = 0; F = -6; G = 0.8; H = 1.0; I = /
CCN(C(=O)COC(=O)Cc1c(F)cccc1Cl)c1c(N)n(Cc2ccccc2)c(=O)[nH]c1=O
  A = 0; B = -1; C = 1; D = -0.2; E = 9; F = 1; G = 0.0; H = 0.2; I = 0.5
CCN1CCN(C(=O)CN(c2cccc(Br)c2)S(=O)(=O)c2ccccc2)CC1
  A = -1; B = 0; C = 4; D = 2.9; E = -10; F = -2; G = -0.8; H = 1.1; I = -0.1
CC(=O)Nc1ccc(-c2csc(Nc3ccccn3)n2)cc1
  A = 0; B = -6; C = 8; D = -1.1; E = 0; F = 0; G = -2.1; H = -2.1; I = -1.4
O=C(CSc1nnc2ccc(-c3ccc(Br)cc3)nn12)NCC1CCCO1 (stereo not given)
  A = 7; B = -1; C = -41; D = -0.5; E = 19; F = -1; G = -0.8; H = 0.5; I = 1.0

Reprinted from the entries so far (ten entries):
Labels used below – A = BoNT F protease; B = Anthrax LF inh2; C = PrPC TRFRET; D = FadD28 FP inh; E = Yp Topo-I inh; F = CCHFV vOTU inh; G = PfHsp40 yeast; H = TcdB GH inh; I = BoNT-A LC inh2
Nn1c(SCC(=O)Nc2ccc3c(c2)OCCO3)nnc(CCC(=O)O)c1=O
  A = -1; B = -2; C = 4; D = -3.9; E = -1; F = -6; G = -0.5; H = 0.8; I = -1.1
Cc1ccc(S(=O)(=O)/N=C(/c2ccc(F)cc2)N(C)C)cc1
  A = -3; B = 4; C = 0; D = 1.0; E = 4; F = -11; G = -0.3; H = -1.1; I = -2.3
O=C(CSc1nnc(-c2ccccc2F)o1)Nc1ccc(N2CCOCC2)cc1
  A = /; B = /; C = 8; D = -0.5; E = -2; F = -2; G = 0.4; H = 1.3; I = /
CC(C)CC(=O)Nc1ccc([N+](=O)[O-])cc1Cl
  A = -5; B = 2; C = -20; D = -2.0; E = 6; F = -13; G = 0.7; H = -4.1; I = -1.0
Cn1nnnc1Sc1ncnc2scc(-c3ccccc3)c12
  A = -1; B = -1; C = 4; D = -2.8; E = 4; F = 12; G = 0.8; H = 2.6; I = 0.0
Cn1cccc1C(=O)NC(=O)COC(=O)CCNS(=O)(=O)c1cccc(C(F)(F)F)c1
  A = /; B = /; C = 2; D = -0.7; E = 0; F = -6; G = 0.8; H = 1.0; I = /
CCN(C(=O)COC(=O)Cc1c(F)cccc1Cl)c1c(N)n(Cc2ccccc2)c(=O)[nH]c1=O
  A = 0; B = -1; C = 1; D = -0.2; E = 9; F = 1; G = 0.0; H = 0.2; I = 0.5
CCN1CCN(C(=O)CN(c2cccc(Br)c2)S(=O)(=O)c2ccccc2)CC1
  A = -1; B = 0; C = 4; D = 2.9; E = -10; F = -2; G = -0.8; H = 1.1; I = -0.1
CC(=O)Nc1ccc(-c2csc(Nc3ccccn3)n2)cc1
  A = 0; B = -6; C = 8; D = -1.1; E = 0; F = 0; G = -2.1; H = -2.1; I = -1.4
O=C(CSc1nnc2ccc(-c3ccc(Br)cc3)nn12)NCC1CCCO1 (stereo not given)
  A = 7; B = -1; C = -41; D = -0.5; E = 19; F = -1; G = -0.8; H = 0.5; I = 1.0

Additional compounds.
Labels used below – A = BoNT F protease; B = Anthrax LF inh2; C = PrPC TRFRET; D = FadD28 FP inh; E = Yp Topo-I inh; F = CCHFV vOTU inh; G = PfHsp40 yeast; H = TcdB GH inh; I = BoNT-A LC inh2
COc1cc(C(=O)N(CCc2ccccc2)C2=CC3CCC(C2)N3C)cc(OC)c1OC (stereo not given)
  A = 4; B = 0; C = -8; D = -0.2; E = -7; F = 5; G = 0.7; H = /; I = 0.7
O=C(N/N=C1\CCCc2ccccc21)c1ccccc1[N+](=O)[O-]
  A = 10; B = -3; C = -11; D = -3.4; E = -2; F = 20; G = 0.2; H = /; I = -0.6
CCOc1ccc(CN(C)CC(=O)NCc2ccccc2)cc1
  A = 2; B = -5; C = -5; D = -3.4; E = 10; F = -5; G = 0.1; H = 1.4; I = -0.1
O=C(COc1ccc(F)cc1)OCCN1CCOCC1
  A = 14; B = 4; C = 2; D = -4.1; E = -4; F = 0; G = 2.9; H = /; I = 1.5
OCC[C@@H]1C[C@H](O)[C@@H](O)[C@@]2(Cc3ccccc3CO2)O1
  A = 0; B = -3; C = 8; D = 0.1; E = 5; F = 4; G = -1.3; H = 0.2; I = -0.3
Cn1cc(CN2CCCC(CO)(Cc3ccccc3)C2)cn1 (stereo not given)
  A = 4; B = -6; C = 6; D = -0.4; E = 2; F = 3; G = -0.5; H = 0.7; I = -0.5
O=C(c1ccc(F)cc1F)N1CCN(c2n[nH]c(=O)[nH]c2=O)CC1
  A = 0; B = 0; C = 8; D = 3.2; E = -7; F = 6; G = 0.8; H = 0.9; I = -0.6
CCc1nnc(NC(=O)CSc2ccc(-c3ccccc3OC)nn2)s1
  A = 0; B = 2; C = -4; D = -3.5; E = 4; F = 10; G = 0.3; H = 0.3; I = -0.4
CC(=O)N(Cc1nc2sc(C)c(C)c2c(=O)[nH]1)C1CCCC1
  A = -1; B = -8; C = 10; D = -1.1; E = -8; F = -4; G = -0.9; H = -0.1; I = -1.9
O=C(N/N=C/c1ccco1)c1ccc(NC(=O)c2ccc(Cl)cc2)cc1
  A = 9; B = 0; C = -1; D = -0.9; E = 9; F = 3; G = 0.4; H = 0.4; I = -0.4
CCN1C(=O)/C(=C2/Sc3ccc(OC)cc3N2C)SC1=Nc1ccc(OC)cc1
  A = -9; B = -12; C = 9; D = -2.7; E = 2; F = -6; G = -1.8; H = -1.3; I = -1.3
COC(=O)C1=C(c2ccc(S(C)(=O)=O)cc2)C[C@@H]2CC[C@H]1N2C(=O)NCCCOC(C)C
  A = -5; B = -2; C = 3; D = -1.9; E = 6; F = -1; G = 0.1; H = 0.4; I = -0.4
CC(C)CCNC(=O)C(c1ccncc1)N(Cc1cccs1)C(=O)Cn1nnc(-c2ccc(F)cc2)n1 (stereo not given)
  A = -8; B = -2; C = -3; D = -1.6; E = 3; F = 0; G = 1.6; H = /; I = 1.4
CNC(=O)C(NC(=O)c1ccccc1)=C(C)C
  A = -3; B = 2; C = -3; D = -0.8; E = -9; F = -7; G = 0.3; H = 1.0; I = -0.7
CCC(C)NS(=O)(=O)c1ccc(S(=O)(=O)N(CCc2ccc(OC)c(OC)c2)Cc2cccs2)cc1 (stereo not given)
  A = -8; B = -1; C = 8; D = -0.9; E = -3; F = 11; G = 1.4; H = 0.1; I = -0.5
O=C(Nc1ccc(Oc2ccccc2)nc1)C1CCCCN1Cc1ccco1 (stereo not given)
  A = 4; B = 1; C = 7; D = -2.4; E = 0; F = 7; G = -0.4; H = 0.3; I = 2.1
O=C(CSc1nc(-c2ccccc2)c(-c2ccccc2)[nH]1)N1CCN(S(=O)(=O)c2ccccc2)CC1
  A = -8; B = -4; C = 0; D = -4.0; E = -2; F = 1; G = 1.2; H = /; I = -1.0
CCn1cc(C(=O)OCC(=O)c2ccc(Cl)cc2)c(=O)c2ccc(C)nc21
  A = -10; B = -2; C = -8; D = -1.6; E = 10; F = -18; G = 3.5; H = 0.1; I = 0.4
Cc1ccc(CCNC(=O)CN2C(=O)COc3ccc(S(=O)(=O)N4CCCCC4)cc32)cc1
  A = -2; B = -2; C = -3; D = -6.0; E = 30; F = 17; G = 0.6; H = 5.1; I = 0.5
CCOc1ccccc1N1CCN(CC(=O)N(CC(C)C)c2c(N)n(CC(C)C)c(=O)[nH]c2=O)CC1
  A = 3; B = -2; C = -4; D = 0.1; E = -7; F = -1; G = 0.5; H = -2.1; I = -0.2
O=C1c2ccccc2N(Cc2ccc(Cl)cc2)C2=NCCN12
  A = -7; B = -1; C = 9; D = -0.4; E = 1; F = 13; G = -0.4; H = -5.2; I = -0.1
O=C(O)c1ccccc1C(=O)O
  A = 11; B = 7; C = 0; D = -2.7; E = 2; F = -4; G = -1.4; H = 1.1; I = -0.3
COc1ccc2c(c1)C(=O)C(=O)N2
  A = -1; B = -1; C = -2; D = -1.3; E = -5; F = 4; G = -0.8; H = -1.9; I = 0.4
CC(C)n1nnnc1C1c2ccccc2C(=O)N1C1CC1 (stereo not given)
  A = 15; B = -3; C = -5; D = /; E = /; F = 5; G = /; H = 0.7; I = -0.2
Cc1nnc(SCC(=O)Nc2cc(S(C)(=O)=O)ccc2Cl)n1Cc1ccccc1
  A = 0; B = 0; C = 3; D = -4.8; E = 11; F = 6; G = -0.3; H = 1.0; I = 0.1
CCCCC1(C(=O)OCC)CC(CSC(=N)N)OC1=O (stereo not given)
  A = -10; B = 2; C = 0; D = -4.3; E = -12; F = -1; G = 2.2; H = 0.8; I = -0.2
CCc1ccc2nc(N(CCN(C)C)C(=O)c3ccc4ccccc4c3)sc2c1
  A = -5; B = -1; C = /; D = -4.0; E = 30; F = /; G = 0.8; H = /; I = 0.6
C=CCOC(=O)C1=C[C@H](c2coc3ccccc3c2=O)C[C@H](OCCCCO)O1
  A = -5; B = 0; C = 1; D = 0.2; E = 20; F = -4; G = 0.2; H = 0.2&-0.4; I = -0.5
CSCC[C@H](NC(=O)NCc1ccccc1F)C(=O)O
  A = -12; B = -5; C = -8; D = -2.4; E = 1; F = 10; G = 0.4; H = /; I = 0.1
O=C(NC1CCCCC1)c1nc(C2CCNCC2)oc1-c1ccccc1
  A = -15; B = 3; C = -3; D = -3.7; E = /; F = 14; G = /; H = 0.5; I = -0.7
Cc1cccc(NC(=O)CN2C(=O)CNC2=O)c1
  A = -1; B = 2; C = -1; D = -0.4; E = 3; F = 13; G = -0.1; H = /; I = -0.6
O=C(c1coc(=O)c2ccccc12)N1CCN(Cc2ccccc2)CC1
  A = 1; B = 4; C = -4; D = -2.1; E = -2; F = 5; G = -0.2; H = /; I = 0.3
O=C(CN1C(=O)C(=O)N(Cc2ccco2)C1=O)Nc1ccccc1
  A = 4; B = -6; C = 12; D = -2.6; E = 2; F = -1; G = -0.5; H = -1.1; I = -0.7
COc1ccc(CN2C(=O)CCC(C(=O)O)C2c2ccccc2)cc1 (stereo not given)
  A = -3; B = 1; C = 1; D = -1.8; E = 5; F = -11; G = -0.3; H = 0.8; I = -0.2
COc1cc(/C=C2\SC(N)=NC2=O)ccc1OCC(=O)Nc1ccc(C)cc1
  A = 3; B = -1; C = -13; D = -0.9; E = 38; F = 20; G = 0.6; H = /; I = -0.1
CN(CC(=O)Nc1ccccc1[N+](=O)[O-])Cc1ccc(Br)cc1
  A = 0; B = -2; C = -2; D = 0.2; E = 1; F = 7; G = 1.2; H = -0.2; I = -1.2
CCC(=O)Nc1cc(C(F)(F)F)ccc1N1CCCC1
  A = 0; B = 2; C = 5; D = -2.6; E = -9; F = -1; G = -1.4; H = /; I = 0.9
COc1cccc(/C=N/NC(=O)C(=O)NCc2cccnc2)c1O
  A = -3; B = 3; C = 3; D = -0.9; E = -6; F = -8; G = 0.6; H = /; I = -0.2
CN1CCN(NC(=O)c2ccc(Cl)c(S(=O)(=O)Nc3ccc(Cl)cc3)c2)CC1
  A = 6; B = 4; C = -7; D = -0.8; E = 0; F = 3; G = -0.5; H = 2.2; I = -0.9
